# Screening results deposited in PubChem BioAssay by National Center for Advancing Translational Sciences (NCATS).
# ALOX12 inh: blocks human arachidonate 12S-lipoxygenase; Potency, µM (doses to about 108 µM), inactives show top-dose activity change, negative = inhibition, hits mostly inhibitors; purified 12hLO, xylenol orange hydroperoxide absorbance; P18054; 580,000 tested, 1.1% active; further: potency means the concentration at half of the fitted maximal effect; on the % scale 0 is the no-effect control and ±100 the full control effect
#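 Hydroperoxide product was detected by ferrous iron/xylenol orange as the 573 to 405 nm absorbance ratio. Arachidonic acid at 40 uM (final) was turned over for 30 min at room temperature by 150 nM human 12hLO, pH 7.0 Hepes buffer, after 15 min compound preincubation.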
# RGS4 inhibitor: human RGS4 inhibition; Potency, µM (titrated, usually from 114 µM), inactives show top-dose activity change, negative = inhibition, hits mostly inhibitors; 390,000 tested, 0.039% active; P49798; Transcreener GDP fluorescence polarization, RGS4-accelerated GTP hydrolysis; further: potency means the concentration at half of the fitted maximal effect; on the % scale 0 is the no-effect control and ±100 the full control effect; nearly all actives have a fitted effect of over 75% in size; some results filed as inactive show a strong effect at the top dose
# Target sequence (P49798 whole entry, looked up): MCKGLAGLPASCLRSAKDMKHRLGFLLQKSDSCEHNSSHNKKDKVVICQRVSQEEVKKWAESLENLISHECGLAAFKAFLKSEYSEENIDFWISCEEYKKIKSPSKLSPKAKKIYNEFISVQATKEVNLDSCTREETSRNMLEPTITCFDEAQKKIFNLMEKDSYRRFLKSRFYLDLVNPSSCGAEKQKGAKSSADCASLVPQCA
#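 MLSMR compounds (23 nl, pin-transferred) preincubated 10 min at room temperature with a 500nM (2x) first reagent, then RGS4 at 900nM (2x) plus Transcreener GDP mix added; fluorescence polarization (620/688 nm) read before and after 90 min at 30 °C.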
# ERG Ets-DNA blk: ERG Ets/DNA interaction inhibition | P11308 | fluorescence polarization, His-ERG Ets domain / labelled DNA | Potency, µM (series often up to 76.9 µM), for the others: at the top dose FP activity, negative = inhibition, most hits filed as inhibitors | AID 624246 | 370,000 tested, 0.028% active; active means well fitted inhibition curve with a large enough effect in the polarisation, with a control signal flat; inconclusive means small, poorly fitted or top-dose-only effect, or effect the other way, or a change in a side signal; inactive means no such curve, though single readings can be large or run the other way; the % refers to the polarisation;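 further: polarization taken with two DNA probes labelled with fluorescein and Texas red; potency means the concentration at half of the fitted maximal effect; % of control where 0% means no effect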
#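 His-tagged ERG Ets domain (1 uM in the protein solution; 300mM KCl, 50mM Tris-HCl, 1mM EDTA, 1mM DTT, pH 7.5) received compound, then a probe mix of 5 nM fluorescein-DNA and 100nM Texas-615-DNA. Fluorescence polarization was read for both dyes.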
# POLK inh: inhibitors of human DNA polymerase kappa; Q9UBT6; purified Pol kappa, fluorescent DNA synthesis assay, 10 min; Potency, µM (series often up to 107 µM), inactives show at the highest dose activity, negative = inhibition, hits mostly inhibitors; 400,000 tested, 0.53% active; further: potency means the concentration at half of the fitted maximal effect; on the % scale 0 is the no-effect control and ±100 the full control effect
#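 Activity was followed as the change in fluorescence between reads at 0 and 10 min after starting the reaction with 50 nM substrate. Beforehand, 10 nM polymerase had been preincubated with compound for 15 min at room temperature.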
# Pol eta inh: blocks human DNA polymerase eta activity | Q9Y253 | recombinant Pol eta, fluorescent DNA replication assay | Potency, µM (doses to about 114 µM), without a hit: at the highest dose activity change, negative = inhibition, actives largely listed as inhibitors | 390,000 tested, 1.2% active | AID 588591; further: potency means the concentration at half of the fitted maximal effect; on the % scale 0 is the no-effect control and ±100 the full control effect
# Target sequence (Q9Y253 whole entry, looked up): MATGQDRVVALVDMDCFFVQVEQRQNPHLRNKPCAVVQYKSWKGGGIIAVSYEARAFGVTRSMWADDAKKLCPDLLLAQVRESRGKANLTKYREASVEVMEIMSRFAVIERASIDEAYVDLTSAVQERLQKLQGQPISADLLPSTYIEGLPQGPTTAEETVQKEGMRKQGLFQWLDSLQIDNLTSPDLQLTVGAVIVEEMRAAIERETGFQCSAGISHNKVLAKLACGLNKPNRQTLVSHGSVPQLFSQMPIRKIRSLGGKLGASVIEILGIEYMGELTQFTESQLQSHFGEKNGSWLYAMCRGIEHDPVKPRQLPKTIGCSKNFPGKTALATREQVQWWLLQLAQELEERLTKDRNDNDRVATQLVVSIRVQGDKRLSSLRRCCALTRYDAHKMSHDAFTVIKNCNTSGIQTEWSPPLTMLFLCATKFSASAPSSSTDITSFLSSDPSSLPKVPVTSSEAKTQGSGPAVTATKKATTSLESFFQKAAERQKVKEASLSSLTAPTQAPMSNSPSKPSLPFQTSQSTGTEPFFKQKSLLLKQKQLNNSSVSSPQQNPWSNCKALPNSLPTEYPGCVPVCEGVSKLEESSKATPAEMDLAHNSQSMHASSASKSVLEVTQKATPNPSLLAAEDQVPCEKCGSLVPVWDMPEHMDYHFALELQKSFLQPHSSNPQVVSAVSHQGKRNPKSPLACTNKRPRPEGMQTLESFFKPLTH
#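 Pol eta at 10 nM preincubated with compounds 15 min at room temperature; reaction started with fluorescent substrate (50 nM final) and read kinetically at 0 and 10 min.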
# Apoferritin bind: candidate novel general anesthetic via apoferritin binding; P02791; apoferritin/1-aminoanthracene competitive binding, fluorescence; Potency, µM (highest dose often 77.5 µM), without a hit: at the highest dose activity change, negative = displacement, usual class: inhibitors; 350,000 tested, 0.074% active; AID 485281; further: potency means the concentration at half of the fitted maximal effect; on the % scale 0 is the no-effect control and ±100 the full control effect; nearly all actives have a fitted effect of over 20% in size
#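 Horse-spleen apoferritin (10 uM) in 50% saturated 1-aminoanthracene in PBS was incubated 10 min at room temperature with compound. Fluorescence (ex 380, em 535 nm) was normalized to free and bound 1-AMA, with concentration-response fitted by a four-parameter Hill equation.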
# POLB inh: blocks human DNA polymerase beta activity | 340,000 tested, 1.3% active | Pol beta primer extension/strand displacement, fluorescence kinetic | Potency, µM (titrated, usually from 114 µM), for inactives: at the highest dose activity change, negative = inhibition, usual class: inhibitors; further: potency means the concentration at half of the fitted maximal effect; on the % scale 0 is the no-effect control and ±100 the full control effect
#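 10 nM enzyme + cpd, 15 min RT; start with substrate 50 nM final; read 0 min and after 10 min RT. Corrected, normalized data; 4-parameter Hill curve fit.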
# LDHA block: inhibitors of human lactate dehydrogenase A; purified LDHA, NADH/diaphorase-resazurin fluorescence; active compounds read low; activity change, % (values are at about 110 or 230 µM); 480,000 tested, 0.15% active; AID 1347041; in the data active means activity change below about -30%; inconclusive means mostly about -25% to -30%;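 further: plate controls were DMSO wells for no effect and wells without enzyme for full effect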
#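 LDH5 2 nM; NADH 0.06 mM, pyruvate 0.2 mM; 200 mM Tris pH 7.4, EDTA, Tween-20; 5 min RT. Detection: diaphorase 0.133 mg/mL + resazurin 37 µM, fluorescence ex540/em590 at 0 and 20 min; normalized to enzyme-free and DMSO wells.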
# APE1 inh: APE1 (human) endonuclease inhibition; recombinant APE1, TAMRA/BHQ-2 abasic DNA cleavage fluorescence; Potency, µM (highest dose often 65.8 µM), for the others: at the top dose activity change, negative = inhibition, most hits filed as inhibitors; 350,000 tested, 0.35% active; AID 2517;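 further: potency means the concentration at half of the fitted maximal effect; plate controls were vehicle for no effect and reference inhibitor for full effect; nearly all actives have a fitted effect of over 55% in size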
#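 Enzyme (0.75 nM final) and test compound are incubated 15 min at room temperature before adding 50 nM quenched THF abasic-site duplex. Cleavage dequenches TAMRA, followed at 525/598 nm over three reads one minute apart.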
# Numbers without * were called inactive; ? = inconclusive; · = no result given; & = joins results of further samples; [ ] = another dose, or the depositor's remark. Unless noted, the call rests on the fitted dose curve; in most records, active means well fitted curve in the direction sought with a large enough effect; inconclusive means small, poorly fitted or top-dose-only effect, or another doubt; inactive means no such curve, though single readings can be large; an effect the other way counts as inactive or inconclusive. These rows are one share of the data; rates above refer to the full screens.
# Values in the order: ALOX12 inh, RGS4 inhibitor, ERG Ets-DNA blk, POLK inh, Pol eta inh, Apoferritin bind, POLB inh, LDHA block, APE1 inh
O=C(NCc1ccco1)c1ccc(Br)c(S(=O)(=O)N2CCCCC2)c1
→ -22%, -24%, ·, -11%, -5%, ?, 26%, -1, -2%
NC(=O)C1(N2CCCCC2)CCN(C(=S)NCCc2ccccc2)CC1
→ -2%, 4%, -8%, -1%, -6%, -7%, 10%, -6, -9%
COc1ccccc1/C=C/C(=O)/C=C/c1ccccc1O
→ 0%, -35%, -9%, -8%, -18%, -2%, 8%, 0, -13%
CC(=O)Nc1ccc(S(=O)(=O)NC2C3(C)CCC(C3)C2(C)C)cc1 (centres undefined)
→ 3.2µM*, 32%, 5%, -4%, 4%, -8%, -12%, -9, 32%
O=C(CSc1ccc2ccccc2c1)NC1CCCc2ccccc21 (centres undefined)
→ -1%, -2%, 7%, -8%, -4%, -7%, -14%, 0, 3%
CCC(=O)c1ccc(OCC(=O)OCC(=O)NCC2CCCO2)cc1 (centres undefined)
→ -3%, 5%, 7%, -11%, 3%, -13%, 88%, -3, 9%
Cn1c(=O)c2c(SCc3cccnc3)nc(CC(C)(C)C)nc2n(C)c1=O
→ 12%, -12%, 9%, -3%, -8%, -18%, 24%, -2, 0%
CCC(C)c1ccccc1OCC(=O)Nc1ccc(S(=O)(=O)Nc2cc(C)on2)cc1 (centres undefined)
→ -36%, -8%, -10%, -12%, -9%, -8%, 14%, -3, ·
Cc1c(C(=O)Nc2ccc(F)c(F)c2)oc2ccc(S(=O)(=O)N(C)C3CCCCC3)cc12
→ ?, -13%, 1%, -11%[60.1 µM], -10%, -15%, -1%, -2, ·
CN(Cc1cnn(C)c1)C(=O)C1CCC(=O)N(Cc2cccc(F)c2)C1 (centres undefined)
→ -3%, 33%, -18%, 2%, -9%, -1%, 34%, 2, 32%
CC(=O)Nc1ccc(S(=O)(=O)Nc2ccccc2C(=O)N2CCCC2)cc1
→ -2%, -15%, -2%, 1%, 0%, -2%, 11%, 1, -11%
CC(C)(C)NC(=O)C(c1ccc(-c2ccccc2)cc1)N(C[C@H]1CC[C@@H]([C@@H]2CC[C@H](CO)O2)O1)C(=O)c1ccccc1F (some centres undefined)
→ ·, -26%, 8%, 5%, -15%, ·, ·, 6, -23%
Cc1ccc(Cn2c(C(=O)O)c(CNC3CCCCC3)c3ccc(C)cc32)cc1
→ -11%, -19%, 1%, -13%, -18%, 6%, 0%, -2, ·
O=C(O)c1ccc(N(Cc2ccccc2)S(=O)(=O)c2ccccc2)cc1
→ 4%, 0%&-6%, 0%&-6%, 5%&-11%, -2%&-16%, -8%&-10%, 37%&41%, -4&-2, 0%&2%
Cc1ccc(NC(=O)c2ccc(-c3cccc(Cl)c3C)o2)cc1
→ -19%, -24%, -1%, 2%, -19%, -5%, -1%, 1, ·
O=S(=O)(NCCOCCNS(=O)(=O)c1ccccc1)c1ccccc1
→ -2%, 2%, -6%, -11%, -2%, -6%, -16%, -7, -1%
C=C(C)c1cccc(C(C)(C)NC(=O)N2CCN(C)CC2)c1
→ 0%[57.4 µM], -11%, 3%, 5%, -2%, 5%, -15%, -4, -1%
COc1ccc(NC(=O)[C@@H](NC(=O)c2ccccc2)C(C)C)cc1S(=O)(=O)N1CCCCC1
→ 3%, -5%, 9%, 9%, -18%, -8%, 2%, 1, 1%
Cc1c(C(=O)NCCc2ccc(Cl)cc2)sc2nc3n(c(=O)c12)CCC3
→ 6%, 20%, 3%, -8%, -2%, 4%, 40%, -4, -14%
Cc1cc(C)cc(NC(=O)CN(C)S(=O)(=O)c2cnc[nH]2)c1
→ -14%, -1%, -1%, -9%, -12%, 18%, 0%, -6, 5%

# The list continues.
canonical_smiles | ALOX12 inh | RGS4 inhibitor | ERG Ets-DNA blk | POLK inh | Pol eta inh | Apoferritin bind | POLB inh | LDHA block | APE1 inh
CCn1cc(C(=O)N(C)Cc2ccccc2)c(=O)c2cc(S(=O)(=O)N3CCc4ccccc4C3)ccc21 | -26% | 21% | ? | -1% | -12% | -15% | 42% | -4 | ·
CCOC(=O)N1CC(=O)Nc2ccc(Br)cc2C1c1ccccc1 (centres undefined) | 12% | 10% | 7% | 6% | -13% | -5% | -11% | 1 | 0%
O=[N+]([O-])c1ccccc1C=NNC(=S)NN=Cc1ccccc1[N+](=O)[O-] | ? | -37% | 9% | -11% | -20% | · | · | -4 | ·
COCCN(C(=O)COC(=O)c1nc(Cl)ccc1Cl)c1c(N)n(Cc2ccccc2)c(=O)[nH]c1=O | -29% | -25% | 4% | 3% | -17% | · | · | -2 | 41%
Cc1[nH]nc(-c2ccc(OCc3cnn(-c4ccccc4)c3)cc2O)c1Oc1ccc(F)cc1 | 12% | 7% | 1% | -7% | -15% | -2% | 8% | 1 | -5%
CC(C)(C)C(=O)O/N=C1\CCS(=O)(=O)c2sccc21 | -3% | 4% | -2% | -1% | -6% | -14% | 13% | -4 | -4%
CCOC(=O)C1C(c2cc(OC)c(OC)c(OC)c2)NC(=S)NC1(O)C(F)(F)F (centres undefined) | ? | -47% | -5% | 1% | -12% | -11% | ? | -5 | -1%
Cc1cc(C)cc(N(CCC(=O)Nc2nnc(C3CC3)s2)S(=O)(=O)c2ccc(Cl)cc2)c1 | -5% | 4% | 10% | -9% | -12% | -3% | 3% | -3 | 4%
Nc1ccccc1NC1=CC(=O)CC(c2ccco2)C1 (centres undefined) | 492%[activator] | -1% | -4% | -1% | 6% | 3% | 4% | 5 | -2%
Cc1cc([N+](=O)[O-])ccc1NC(=S)NC1CCCC1 | -16% | ? | 6% | 13% | -16% | -3% | 21% | 0 | 14%
Cc1ccc(-c2c(CN3CCN(c4cccc(C)c4)C(C)C3)csc2C)cc1 (centres undefined) | ? | 9% | 0% | -5% | -21% | 16% | 6% | 0 | ·
Cc1ccc(OCCC(=O)OCc2csc(CC(=O)Nc3ccccc3C)n2)cc1 | -8% | -15% | -6% | -3% | -19% | -10% | ? | -4 | 36%
COc1ccc(/C=N/NC(=O)c2ccccc2Cl)cc1CSc1nc2ccccc2s1 | -22% | 18% | 7% | 0% | -6% | -16% | -1% | -1 | -4%
CC1=C(c2ccc(C)c(C)c2)S(=O)(=O)N=C1N1CCC(C(=O)NCCc2ccco2)CC1 | ? | -18% | -2% | -8% | · | -23% | 7% | -4 | ·
CCc1c(C)nc2ncnn2c1N1CCCC(C(=O)NCc2ccco2)C1 (centres undefined) | 11% | 14% | -2% | -4% | -8% | -10% | 12% | -7 | 14%
CCn1cc(C(=O)NCC(OC)OC)c(=O)c2cc(S(=O)(=O)N(C)C3CCCCC3)ccc21 | -2% | -1% | -4% | -8% | -13% | -23% | ? | -2 | -17%
O=C(Nc1ccccc1)c1cn(-c2ccccc2)nc1-c1ccccc1 | -22% | -5% | -9% | -8% | -13% | 2% | 0% | 1 | ·
CCOC(=O)c1cccc(NC(=O)c2ccc(NC(=O)C3CCCO3)cc2)c1 (centres undefined) | 0% | -5% | 5% | -8% | -8% | 2% | 93% | -6 | 5%
CCOc1ccccc1C1C(C#N)=C(N)Oc2cc(C)n(Cc3ccccn3)c(=O)c21 (centres undefined) | 0% | 18% | -9% | -24% | -1% | -11% | 1% | 6 | -3%
N#Cc1cccc(NS(=O)(=O)c2ccccc2Cl)c1 | 0% | 14% | 1% | -22% | -7% | · | · | -9 | 10%
CC1CC(Nc2ccccc2N)=CC(=O)O1 (centres undefined) | 13% | 10% | 0% | -7% | -4% | -10% | 9% | 0 | 3%
CCN(CC)CCn1c2c(c(SCC(=O)Nc3ccc(F)c(F)c3)nc1=O)CCC2 | -21% | 32% | -5% | -19% | -5% | · | · | -5 | -8%
CCc1ccc(C)c(OC(=O)c2cncc(Br)c2)c1 | -4% | -1% | -6% | -2% | -18% | -19% | 0% | -1 | -1%
NC(=O)CC1C(=O)N(c2ccc(Cl)cc2)C(=S)N1NC(=O)c1cccc(F)c1 (centres undefined) | · | 6% | -4% | -7% | -6% | -5% | 5% | -10 | 1%

# An excerpt from above in order of formula weight, highest first.
canonical_smiles | ALOX12 inh | RGS4 inhibitor | ERG Ets-DNA blk | POLK inh | Pol eta inh | Apoferritin bind | POLB inh | LDHA block | APE1 inh
CCc1ccc(C)c(OC(=O)c2cncc(Br)c2)c1 | -4% | -1% | -6% | -2% | -18% | -19% | 0% | -1 | -1%
N#Cc1cccc(NS(=O)(=O)c2ccccc2Cl)c1 | 0% | 14% | 1% | -22% | -7% | · | · | -9 | 10%
CC1CC(Nc2ccccc2N)=CC(=O)O1 (centres undefined) | 13% | 10% | 0% | -7% | -4% | -10% | 9% | 0 | 3%
